From PubChem
S1P1 ag pot: S1P1 (human) agonism or agonism potentiation | hit rate 0.57% among 56,000 | S1P1 CRE-bla cells, forskolin, beta-lactamase FRET, potentiator mode; S1P1 agonist co-added at EC20, 2 nM; 100% = saturating reference agonist, 0% = basal | AID 449 | activation, % at 9.5 µM;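 active means activation above a cutoff set at the mean activation of all tested compounds plus 3 SD, cut at about 54% in these data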;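 further: forskolin at 4 µM as EC80 and the EC20 agonist is SEW2871; 100% = SEW2871 at its EC100 plus forskolin at EC80; some compounds past the cut are filed as inactive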
Jurkat viability: cytotoxicity toward Jurkat cells | inhibition, % at 4 µM | AID 463 | Jurkat E6.1 viability, ATP luminescence, 48 h | hit rate 1.2% among 56,000;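 active means inhibition above the mean inhibition of all tested compounds plus 3 SD, cut at about 28% in these data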
HEK293 NFkB inh: lowers PMA/ionomycin-induced NF-kB signal in HEK293 cells | HEK-293 NF-kB luciferase reporter, luminescence | hit rate 0.21% among 62,000 | inhibition, % at 3 µM | AID 465;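 active means inhibition above the mean of all tested compounds plus 3 SD, cut at about 40% in these data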;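 further: 0% = stimulated DMSO wells and 100% = 10 µM reference inhibitor 5653914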
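Signal: luciferase luminescence; Material: HEK-293 cells with stable firefly luciferase reporter driven by four HIV NF-kB elements; Probe or stimulus: PMA with ionomycin; Replication: tested once; Times: 1 h compound pretreatment, then 16 h stimulation at 37 °C, 5% CO2; Benchmarks: DMSO and 10 µM reference inhibitor; Evaluation: per-plate % inhibition versus controls.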
Ec RNAP inh: Escherichia coli RNA polymerase inhibition | inhibition, %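 (tested at 10 µM)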 | AID 559 | hit rate 0.2% among 62,000 | E. coli RNA polymerase, fluorescence transcription assay | P0A8V2; in the data active means inhibition above about 20%;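 further: 0% = enzyme without compound and 100% = no enzyme blank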
D1 allo mod: D1 dopamine receptor (human) allosteric modulation. HEK293 D1, CRE-luciferase, dopamine EC30 potentiation; actives deviate in either direction. hit rate 5.9% among 58,000. B-score at 10 µM. P21728;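 active means luminescence count or its row- and column-corrected plate score outside the 99.7% band of the plate's sample wells, on either side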
Target sequence (P21728 whole entry, looked up): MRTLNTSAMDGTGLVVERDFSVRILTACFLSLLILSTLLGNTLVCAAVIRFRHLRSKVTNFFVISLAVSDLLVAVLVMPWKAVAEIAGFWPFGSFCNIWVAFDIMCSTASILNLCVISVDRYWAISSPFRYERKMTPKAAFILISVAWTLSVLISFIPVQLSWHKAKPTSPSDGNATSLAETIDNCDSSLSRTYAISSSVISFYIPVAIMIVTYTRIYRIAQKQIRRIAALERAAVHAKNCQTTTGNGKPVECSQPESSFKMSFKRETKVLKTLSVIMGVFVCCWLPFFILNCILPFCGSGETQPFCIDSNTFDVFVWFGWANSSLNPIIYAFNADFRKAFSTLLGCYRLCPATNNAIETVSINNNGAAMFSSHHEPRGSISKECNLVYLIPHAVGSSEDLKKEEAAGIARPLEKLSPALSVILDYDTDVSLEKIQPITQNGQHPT
M1 ag: activates the M1 muscarinic receptor; CHO-M1 cells, Fluo-4 calcium fluorescence, agonist mode; stronger effect = higher value; B-score at 10 µM; hit rate 3% among 64,000; AID 626;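 active means fluorescence rise, raw or as B-score row- and column-corrected plate score, outside the 99.7% band of its plate's samples, either direction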
S1P3 ag: S1P3 (human) receptor agonism; activation, % at 4.5 µM; Q99500; hit rate 0.1% among 60,000; S1P3 NFAT-BLA reporter cells, FRET ratio; relative to 1 µM S1P, basal subtracted;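 active means activation above the screen-wide mean plus 3 SD, cut at about 4.5% in these data, passing the limit was not always enough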; further: some compounds called inactive have numbers as strong as hits
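Benchmarks: high control 1 µM S1P / System: stable CHO line with human S1P3, Gα16, NFAT-BLA reporter / Dosing: single compound concentration, 4.5 µM final / Timing: 4 h compound at 37 °C, 2 h substrate at RT / Measured by: FRET β-lactamase substrate fluorescence, excitation 405 nm, 460/535 nm emission ratio, background-subtracted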
TNAP act DEA: activators of human TNAP at intermediate phosphate acceptor. P05186. purified TNAP, CDP-star luminescence, 100 mM DEA, 30 min; stronger effect = higher value; scale: 0 levamisole-inhibited, 1 vehicle-only enzyme. activation factor at 20 µM. 64,000 tested, under 10 active. AID 813;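 active means activation factor of at least 2 at 20 µM, relative to controls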
M1 antagonist: M1 muscarinic receptor (rat) antagonism; P08482; CHO-M1 cells, Fluo-4 calcium, ACh EC80 antagonist mode; stronger effect = lower value; B-score at 10 µM; hit rate 3.4% among 64,000; AID 628;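 active means calcium fluorescence response, raw or row-and-column corrected B-score, differing from the plate sample mean either way at a set confidence level, mostly lower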
Target sequence (P08482 whole entry, looked up): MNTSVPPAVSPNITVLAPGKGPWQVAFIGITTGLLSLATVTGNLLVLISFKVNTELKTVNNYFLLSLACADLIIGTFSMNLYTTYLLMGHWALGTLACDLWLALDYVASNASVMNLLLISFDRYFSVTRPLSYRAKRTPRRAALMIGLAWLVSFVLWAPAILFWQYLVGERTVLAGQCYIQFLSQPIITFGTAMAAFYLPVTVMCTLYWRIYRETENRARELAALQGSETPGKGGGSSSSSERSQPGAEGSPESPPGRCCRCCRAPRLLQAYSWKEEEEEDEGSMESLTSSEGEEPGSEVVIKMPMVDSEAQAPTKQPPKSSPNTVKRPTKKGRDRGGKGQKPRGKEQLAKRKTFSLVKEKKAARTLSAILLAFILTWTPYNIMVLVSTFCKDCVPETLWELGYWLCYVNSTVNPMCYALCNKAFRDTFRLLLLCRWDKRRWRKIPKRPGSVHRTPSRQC
* hit, by the source's call; . = not tested or not shown.

SMILES	S1P1 ag pot	Jurkat viability	HEK293 NFkB inh	Ec RNAP inh	D1 allo mod	M1 ag	S1P3 ag	TNAP act DEA	M1 antagonist
Cc1noc(NS(=O)(=O)c2ccc(NC(=O)CCC3CCCC3)cc2)c1C	-11	2	6	10	0.88	0.44	-0.7	0.9	-0.13
CCOC(=O)N1CCN(c2c(N3CCc4ccccc4C3)c(=O)c2=O)CC1	-29	4	-9	4	1.2	-0.63	0.1	0.9	0.091
Cc1ccc(CNc2nc3c([nH]2)c(=O)n(C)c(=O)n3C)cc1	-17	-9	9	-3	-1.3	0.38	0.1	0.9	-0.24
COc1ccc(OC)c(-n2c(C)nc3cc(C(=O)O)ccc32)c1	-3	-5	4	1	-0.64	0.96	-1.6	0.9	0.39
O=C(c1ccco1)N1CCN(c2ncccn2)CC1	-6	-1	10	1	.	0.7	-1.1	0.9	0.64
CCc1nnc(NC(=O)CCC(=O)NCC2CCCO2)s1 (configuration not stated)	-19	-6	6	.	-0.27	.	-0.5	0.9	.
CC1(C(=O)NCc2cccnc2)CCC(=O)N1Cc1cccs1 (configuration not stated)	1	2	11	6	-0.34	1.7	-0.6	0.9	0.93
CS(=O)(=O)N(CCc1ccccc1)CC(=O)N1CCCCC1	-1	-3	-1	8	-0.46	0.17	-0.1	0.9	0.064
O=c1cc(-c2ccccc2)nc(N2CCN(Cc3ccccc3)CC2)[nH]1	.	4	22	-3	2	-0.27	-0.5	1	0.17
CCc1nc(SCC(=O)NCC2CCCO2)c2oc3ccccc3c2n1 (configuration not stated)	-57	14	13	-5	0.98	0.33	-1.6	0.8	0.4
Cc1noc(NS(=O)(=O)c2ccc(NC(=O)COc3ccc(Cl)cc3Cl)cc2)c1C	-10	3	15	3	.	3	-0.8	0.9	0.23
CCc1nc(N[C@@H](Cc2c[nH]c3ccccc23)C(=O)O)c2oc3ccccc3c2n1	5	-3	18	6	1.3	0.4	-0.9	0.9	0.2
COc1ccccc1CNC(=O)c1ccc(CS(=O)(=O)c2ccccc2OC)o1	-1	-8	12	5	0.098	0.67	0.4	0.9	0.48
C(=C\c1ccccc1)/CSc1nnc(-c2cccnc2)n1Cc1ccco1	6	0	12	7	0.2	0.87	-1.1	0.9	0.12
N#Cc1nc(-c2ccc(F)cc2)oc1N1CCCC1	-8	.	.	8	.	1.2	2.6	0.9	0.054
c1ccc(Cn2c(SCc3cn4cccnc4n3)nnc2-c2ccco2)cc1	-8	12	18	8	0.4	-0.14	-0.5	0.9	-0.18
COc1ccc(CCNC(=O)c2c(O)c3c([nH]c2=O)CCCC3)cc1	.	.	14	9	1.8	-0.097	.	0.9	-0.44
CSc1nc2ccc(S(=O)(=O)N3CCc4ccccc43)cc2s1	.	24	9	1	0.36	1.6	-0.7	1	-1.2
CC(C)CCNC(=O)NC(=O)CSc1nnc2ccccn12	-7	-1	19	4	-0.14	0.024	0.5	1	-0.52
Cc1ccc(-c2nc(CS(=O)CC(=O)N3CCN(c4ncccn4)CC3)c(C)o2)cc1 (configuration not stated)	-2	12	10	5	0.1	0.013	-0.3	1.2	0.37
O=C(Nc1ccccc1C(=O)NC(Cc1c[nH]c2ccccc12)C(=O)O)c1ccco1 (configuration not stated)	-12	-2	-4	2	-0.32	-2.6*	-0.8	1	0.013
Cc1ccc2[nH]c3c(N4CCOCC4)ncnc3c2c1	-6	.	.	7	-0.32	1.6	-0.6	0.8	0.11
O=C(CCc1nc2ccccc2[nH]c1=O)OCC(=O)N1CCc2ccccc21	-51	5	13	-4	1.5	1.5	0.0	0.9	-0.22
COc1ccc(-c2cc(C(N)=O)nc(N3CCCCCC3)n2)cc1	-1	6	20	7	.	0.19	-1.4	0.9	-0.44
CC1=C(C(=O)Nc2cccnc2)C(c2ccccn2)n2nnnc2N1 (configuration not stated)	3	-6	8	6	.	-0.81	-1.4	1	0.36
CCc1ccc(Nc2cc(C)nc3nc(C)nn23)cc1	-31	1	3	8	.	0.38	0.1	0.9	-0.059
COc1ccc(CCNC(=O)CC(NS(=O)(=O)c2ccc(NC(C)=O)cc2)C(C)C)cc1OC (configuration not stated)	-18	-4	-4	2	0.099	0.019	0.4	1	-0.3
O=C(C1CCC1)N1CCC(c2nc3c(nnn3Cc3c(F)cccc3Cl)c(=O)[nH]2)CC1	12	-2	-13	.	0.93	-1.3	-0.6	0.9	-1.9
CC1CCN(C(=O)c2cc(-c3ccc(Cl)c(Cl)c3)on2)CC1	-20	4	-5	7	-1	-0.31	-0.5	0.8	-0.63
Cc1ccc2cc3c(NC(=O)c4cccnc4)nn(C)c3nc2c1	-6	-2	-4	8	0.24	3.4	0.5	0.9	-0.53
Cc1noc(C)c1COC(=O)c1ccc(S(=O)(=O)NCc2ccco2)cc1	9	-13	5	8	-0.4	-0.15	0.7	0.9	-2.6*
c1coc(-c2nc3nc4ccccc4nc3n2CC2CCCO2)c1 (configuration not stated)	.	.	7	-34	4.8*	.	.	0.9	.
O=C(O)Cc1ccc(NC(=O)C2CCCCC2C(=O)O)cc1 (configuration not stated)	.	-4	1	3	-0.44	0.32	-0.3	0.9	-0.062
O=C(O)c1c(Cl)c(Cl)c(Cl)c(Cl)c1C(=O)N1CCOCC1	-16	-4	0	10	0.48	0.28	0.0	.	0.25
Cc1cccc(-n2cnc3cc(C(=O)N4CCCCC4)ccc32)c1	.	.	3	-1	0.96	0.89	.	0.9	0.12
FC(F)(F)c1cc(-c2ccccc2)nc(-n2cncn2)n1	-5	2	17	0	2.9	.	-0.3	0.9	.
CCNc1nc2nonc2nc1NCC	-13	0	0	11	0.8	-0.17	0.1	0.9	0.023
O=C(Oc1cc2oc(=O)c3c(c2cc1Cl)CCCC3)c1ccco1	.	7	0	-57	1	-0.51	-0.2	0.9	0.044
CCN(CC)CCCNC(=O)C1c2ccccc2Oc2ccccc21	-14	8	19	-2	0.23	0.05	-0.8	1	-6.8*
O=C(c1ccccc1)N1CCCCC(Sc2nnc3ccccn23)C1=O (configuration not stated)	9	13	1	11	-0.36	-1.8	0.4	0.9	-0.59

Rewritten as comma-separated lines: entries from further up
smiles,S1P1 ag pot,Jurkat viability,HEK293 NFkB inh,Ec RNAP inh,D1 allo mod,M1 ag,S1P3 ag,TNAP act DEA,M1 antagonist
COc1ccc(-c2cc(C(N)=O)nc(N3CCCCCC3)n2)cc1,-1,6,20,7,.,0.19,-1.4,0.9,-0.44
CC1=C(C(=O)Nc2cccnc2)C(c2ccccn2)n2nnnc2N1 (configuration not stated),3,-6,8,6,.,-0.81,-1.4,1,0.36
CCc1ccc(Nc2cc(C)nc3nc(C)nn23)cc1,-31,1,3,8,.,0.38,0.1,0.9,-0.059
COc1ccc(CCNC(=O)CC(NS(=O)(=O)c2ccc(NC(C)=O)cc2)C(C)C)cc1OC (configuration not stated),-18,-4,-4,2,0.099,0.019,0.4,1,-0.3
O=C(C1CCC1)N1CCC(c2nc3c(nnn3Cc3c(F)cccc3Cl)c(=O)[nH]2)CC1,12,-2,-13,.,0.93,-1.3,-0.6,0.9,-1.9
CC1CCN(C(=O)c2cc(-c3ccc(Cl)c(Cl)c3)on2)CC1,-20,4,-5,7,-1,-0.31,-0.5,0.8,-0.63
Cc1ccc2cc3c(NC(=O)c4cccnc4)nn(C)c3nc2c1,-6,-2,-4,8,0.24,3.4,0.5,0.9,-0.53
Cc1noc(C)c1COC(=O)c1ccc(S(=O)(=O)NCc2ccco2)cc1,9,-13,5,8,-0.4,-0.15,0.7,0.9,-2.6*
c1coc(-c2nc3nc4ccccc4nc3n2CC2CCCO2)c1 (configuration not stated),.,.,7,-34,4.8*,.,.,0.9,.
O=C(O)Cc1ccc(NC(=O)C2CCCCC2C(=O)O)cc1 (configuration not stated),.,-4,1,3,-0.44,0.32,-0.3,0.9,-0.062
O=C(O)c1c(Cl)c(Cl)c(Cl)c(Cl)c1C(=O)N1CCOCC1,-16,-4,0,10,0.48,0.28,0.0,.,0.25
Cc1cccc(-n2cnc3cc(C(=O)N4CCCCC4)ccc32)c1,.,.,3,-1,0.96,0.89,.,0.9,0.12
FC(F)(F)c1cc(-c2ccccc2)nc(-n2cncn2)n1,-5,2,17,0,2.9,.,-0.3,0.9,.
CCNc1nc2nonc2nc1NCC,-13,0,0,11,0.8,-0.17,0.1,0.9,0.023
O=C(Oc1cc2oc(=O)c3c(c2cc1Cl)CCCC3)c1ccco1,.,7,0,-57,1,-0.51,-0.2,0.9,0.044
CCN(CC)CCCNC(=O)C1c2ccccc2Oc2ccccc21,-14,8,19,-2,0.23,0.05,-0.8,1,-6.8*
O=C(c1ccccc1)N1CCCCC(Sc2nnc3ccccn23)C1=O (configuration not stated),9,13,1,11,-0.36,-1.8,0.4,0.9,-0.59

New compounds follow
SMILES	S1P1 ag pot	Jurkat viability	HEK293 NFkB inh	Ec RNAP inh	D1 allo mod	M1 ag	S1P3 ag	TNAP act DEA	M1 antagonist
COc1cccc(C(=O)Nc2cccc(-c3nnc(-c4ccccc4)o3)c2)c1	0	4	20	-5	-2.3	-0.042	-2.1	0.9	-0.83
CS(=O)(=O)N(CC(=O)NC1CC1)c1cccc(F)c1	.	.	19	11	-0.92	0.18	.	0.9	0.19
CCCC12CN(C(=O)c3ccc(OC)cc3)CC(C)(CN(C(=O)c3ccc(OC)cc3)C1)C2=O	0	-6	6	8	-2.3	4.6	0.1	1	-0.95
Cc1cc(NC(=O)COC(=O)C2COc3ccccc3O2)no1 (configuration not stated)	-8	8	12	9	0.13	-0.008	-0.9	0.9	-0.12
O=C(CN1CCN(c2ccc(Cl)cc2)CC1)Nc1cccc(F)c1	-2	-2	11	5	.	-0.91	0.4	0.9	-0.56
Cc1csc(NC(=O)C2CCCN2C(=O)Oc2ccccc2)n1 (configuration not stated)	-7	-3	13	-3	1.9	.	-0.7	0.9	.
O=C(c1ccc2c(=O)n(-c3ccccc3)c(=O)[nH]c2c1)N1CCN(c2ccc(F)cc2)CC1	.	.	11	4	.	0.92	.	0.9	-0.63
COC(=O)c1ccc(COc2ccc(-c3nn[nH]n3)cc2)cc1	-2	-3	8	6	0.0039	-0.13	0.1	1	0.36
Cc1onc(-c2c(F)cccc2Cl)c1C(=O)Nc1cccc(Cn2cccn2)c1	16	5	13	.	1.3	-0.82	-0.7	0.9	-0.36
COc1ccc(NC(=O)CCNC(=O)Cn2cnc3ccccc3c2=O)c(OC)c1	-46	-4	9	0	-0.23	.	0.4	1	.
COc1cccc(C2CC(c3cccc(Br)c3)n3ncnc3N2)c1 (configuration not stated)	.	.	.	0	.	-0.13	.	0.9	-0.011
CCCCOc1ccccc1C1C(C(=O)OC)=C(C)N(C)C(C)=C1C(=O)OC	-6	1	15	2	.	.	-2.0	1	.
O=C(c1ccco1)N1CCN(c2nc3ccsc3c(=O)s2)CC1	13	4	10	-4	1.3	-1.4	-1.1	0.9	-0.043
Cc1ccc(S(=O)(=O)N2CCC(N3CCCCCC3)CC2)cc1	6	.	.	2	.	0.28	-2.7	1	-0.78

An unsorted share of the library; overall some 12% were active at least once.
